Hsp70 activator: transcriptional activators of Hsp70. HeLa Hsp70 promoter luciferase reporter, luminescence; scaled: vehicle 0, proteasome-inhibitor control 100%. activation, % at 10 µM. 0.04% of 200,000 active. AID 1203;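 active = activation above the mean across all tested compounds plus 3 SD, cutoff set per campaign, cut at about 5.5% in these data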;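 note: 100% = MG132 at 30 µM as the positive control and 0% = DMSO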
RAM network inh: inhibitors of the yeast RAM network. 1.8% of 190,000 active. inhibition, % at 50 µM. S. cerevisiae dse1pr::URA3 reporter, 5-FOA growth OD615, 2 d; analog-sensitive cbk1-as2 kinase mutant strain;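 active = inhibition above a set limit, 3 SD over mean compound inhibition, cut at about 8.4% in these data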;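 note: 0% = DMSO-only wells with no growth and 100% = 10 µM 1-NA-PP1 full growth; inhibition rescues growth on 5-FOA so higher OD means more RAM inhibition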
Diaphorase inh: counter-screen for diaphorase-based assays: diaphorase inhibitors and chemical oxidizers | inhibition, % at 20 µM | diaphorase resazurin-to-resorufin fluorescence, NADH, 16 min; bacterial (C. kluyveri) enzyme, not human | 0.69% of 190,000 active;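 active = primary screen inhibition at 20 µM above a set limit, cut at about 50% in these data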;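 note: plate controls were DMSO with full reaction for no effect and wells lacking NADH for full effect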
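Assay system: diaphorase enzyme from Clostridium kluyveri; Input: enzyme working solution with 0.14 U/mL diaphorase; Timing: 16 min at room temperature; Technique: resorufin fluorescence, excitation 544 nm, emission 590 nm; Benchmarks: positive control minus NADH, DMSO neutral control.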
DTT redox prof: compounds producing H2O2 with reducing agent – biochemical, NIH compound library profiling, artefact control for MLSCN library redox annotation, primary screen; DTT-dependent redox cycling H2O2, phenol red/HRP absorbance; 100% = 100 µM peroxide control, 0% = buffer; activation, % at 10 µM; 0.03% of 200,000 active; AID 878;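 active = activation of at least 50% relative to the plate's high and low controls in the primary single-dose screen; inactive = activation below 50%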;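 note: compound incubated with DTT at 0.8 mM final as the reducing agent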
Diaph act CS: activates diaphorase or chemically reduces, flagging diaphorase assay artifacts; Diaphorase/resazurin coupled assay, resorufin fluorescence, 16 min; active compounds read high; 1 = vehicle wells, 0 = NADH-free wells; activation factor at 20 µM; 0.005% of 190,000 active; AID 1229;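 active = diaphorase activity raised at least twofold by the compound at 20 µM; inactive = activation factor below 2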
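Material: Purified diaphorase enzyme from Clostridium kluyveri | Buffer or medium: 50 mM HEPES pH 7.4 with 4.542 mM MgCl2, 0.005% Tween 20 | Times: 16 min enzyme reaction, ambient temperature | Signal: Red resorufin fluorescence at 544/590 nm excitation/emission | Measure: Increased resorufin signal from activators or reducing compounds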
PMI act: phosphomannose isomerase (human) activation; P34949; purified human PMI, coupled resazurin fluorescence, 20 min; active compounds read high; 1 = vehicle control, 0 substrate-free wells; activation factor at 20 µM; 0.005% of 190,000 active; AID 1214;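 active = activation factor of 2 or more at 20 µM, relative to plate controls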
PMI act hi M6P: increases human PMI activity with near-saturating mannose 6-phosphate. coupled PMI enzyme assay, resazurin fluorescence, 20 min; active compounds read high; 1 = untreated enzyme, 0 = substrate-free blank. activation factor at 20 µM. 0.34% of 190,000 active;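 active = activation factor of 2 or more at 20 µM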
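Test system: human phosphomannose isomerase with PGI, G6PDH, diaphorase coupling enzymes; amount: 15 ng/mL PMI; incubation: enzyme reaction with compound 20 min at room temperature; technique: resorufin fluorescence (Ex 544/Em 590 nm) from resazurin via diaphorase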
G6PDH counter: inhibits Leuconostoc G6PDH, flagging false hits in G6PDH-based assays. Purified L. mesenteroides G6PDH, diaphorase/resazurin coupled fluorescence, 45 min. inhibition, % at 5 µM. 0.12% of 200,000 active. AID 1020
TLR4-MyD88 BLA: inhibitors of human TLR4-MyD88 binding. HeLa CL3-4 TLR4/MyD88 BLA complementation, FRET ratio. inhibition, % at 8.4 µM. 0.18% of 200,000 active. AID 861; in the data active = inhibition above about 25%;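 note: 0% = vehicle and 100% = reference inhibitor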
Target sequence (O00206 whole entry, looked up): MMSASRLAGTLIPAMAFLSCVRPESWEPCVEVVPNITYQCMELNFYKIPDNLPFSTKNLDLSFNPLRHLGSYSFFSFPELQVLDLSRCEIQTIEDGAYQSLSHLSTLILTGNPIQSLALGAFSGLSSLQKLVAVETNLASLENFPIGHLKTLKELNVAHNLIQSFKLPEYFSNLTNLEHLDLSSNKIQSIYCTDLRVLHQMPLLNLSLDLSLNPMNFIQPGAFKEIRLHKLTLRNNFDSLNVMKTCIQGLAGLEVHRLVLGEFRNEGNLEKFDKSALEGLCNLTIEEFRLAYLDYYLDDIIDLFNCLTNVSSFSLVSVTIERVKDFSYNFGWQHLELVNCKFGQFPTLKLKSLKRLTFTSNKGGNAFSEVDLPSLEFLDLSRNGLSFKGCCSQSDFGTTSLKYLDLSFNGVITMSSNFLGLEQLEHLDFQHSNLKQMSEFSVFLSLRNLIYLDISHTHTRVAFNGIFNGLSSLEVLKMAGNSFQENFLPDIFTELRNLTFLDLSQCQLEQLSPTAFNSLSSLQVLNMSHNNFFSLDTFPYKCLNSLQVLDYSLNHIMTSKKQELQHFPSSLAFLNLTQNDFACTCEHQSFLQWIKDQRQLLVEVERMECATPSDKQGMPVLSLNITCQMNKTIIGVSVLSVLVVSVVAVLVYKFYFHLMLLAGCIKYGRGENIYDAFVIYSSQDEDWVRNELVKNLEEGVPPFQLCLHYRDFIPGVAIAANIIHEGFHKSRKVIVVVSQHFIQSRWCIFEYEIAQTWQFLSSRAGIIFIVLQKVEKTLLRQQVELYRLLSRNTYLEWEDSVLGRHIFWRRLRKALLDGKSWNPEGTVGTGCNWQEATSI
Target sequence (Q99836 whole entry, looked up): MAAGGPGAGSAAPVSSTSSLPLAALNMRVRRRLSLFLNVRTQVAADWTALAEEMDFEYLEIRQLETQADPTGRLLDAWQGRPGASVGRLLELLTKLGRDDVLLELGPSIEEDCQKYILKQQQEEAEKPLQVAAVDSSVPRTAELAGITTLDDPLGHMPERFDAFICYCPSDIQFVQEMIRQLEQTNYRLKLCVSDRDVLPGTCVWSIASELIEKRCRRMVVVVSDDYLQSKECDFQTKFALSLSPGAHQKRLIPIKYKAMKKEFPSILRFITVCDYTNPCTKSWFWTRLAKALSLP
S1P3 antagonist: antagonists of human S1P3 receptor | Q99500 | CHO S1P3 NFAT-BLA reporter, FRET fluorescence, antagonist mode | inhibition, % at 4.98 µM | 0.27% of 170,000 active | AID 485;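 active = inhibition above the plate cutoff, the mean inhibition of test wells on that plate plus 3 SD, cut at about 28% in these data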;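 note: cells challenged with S1P at its EC80 of 0.8 µM; blue over green emission ratio from cleaved BLA substrate after 4 h stimulation; 0% = S1P-stimulated wells and 100% = unstimulated DMSO-only wells; some compounds past the cut are filed as inactive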
Lmaj promast: inhibitors of Leishmania major promastigote growth; Leishmania major promastigotes, resazurin fluorescence viability; inhibition, % at 10 µM; 9% of 200,000 active;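 note: promastigotes grown with compound for 44 hours at 28 °C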
* hit, by the source's call; . = no result given. Cut-off read from the data, not from the text of the source, unless noted: active = inhibition above about 50%; inactive = the rest.

cpd	compound	Hsp70 activator	RAM network inh	Diaphorase inh	DTT redox prof	Diaph act CS	PMI act	PMI act hi M6P	G6PDH counter	TLR4-MyD88 BLA	S1P3 antagonist	Lmaj promast
1	CCN(CC)CCn1c(SCC(=O)Nc2ccc(F)cc2)nc2c(sc3ccccc32)c1=O	0.0	-1.0	-7.0	0.3	1.1	1	1.5	-2.2	-5.2	-20.0	12.1
2	CCOC(=O)CC(=O)Nc1nnc(CC(C)C)s1	-0.4	0.0	3.8	-2.6	1	1	1	7.3	4.9	-18.9	-6.2
3	Cc1cc(C(=O)NCC(=O)OCC(=O)N(C(C)C)C(C)C)ccc1[N+](=O)[O-]	-0.5	1.0	5.7	0.0	0.9	1	0.9	-1.1	-4.6	-3.8	-2.0
4	COC(=O)CS(=O)(=O)c1ccsc1C(=O)Nc1ccc(F)cc1	0.0	2.2	6.5	-1.4	0.9	0.9	0.9	9.6	-3.6	0.2	-7.7
5	O=C(COC(=O)c1ccc(Br)cc1)NCCc1ccccc1	-0.4	0.9	9.1	0.3	0.9	1.1	1	3.9	-8.1	10.9	41.4
6	O=C(Nc1ccc(N2CCOCC2)cc1)c1ccc(Cl)nc1	-0.1	2.7	4.2	2.8	1	1	1	-3.6	-4.3	.	0.9
7	O=C(N/N=C/c1cnc(N2CCOCC2)s1)c1ccccc1	-0.1	2.4	-26.8	-0.1	1.3	1.2	1.2	14.8	3.4	-25.2	-4.5
8	CCCCCC(=O)NC(=S)Nc1ccc(Cl)cn1	-0.2	2.6	10.5	-0.1	0.9	1	1	5.2	-32.8	-9.4	38.8
9	O=C(COC(=O)CCOc1ccccc1)Nc1ncc(Cl)cc1Cl	-0.4	1.9	14.6	0.5	0.9	1	1	-0.6	-4.3	-6.4	-7.6
10	COc1ccc(CNC(=O)C2CCCN(c3nc4ccccc4o3)C2)c(OC)c1 (stereo not drawn)	-0.3	-0.3	11.6	-0.2	0.9	1	1	8.8	-6.1	-27.5	0.0

Shown with one line to a screen: two of the compounds above.
9. O=C(COC(=O)CCOc1ccccc1)Nc1ncc(Cl)cc1Cl
10. COc1ccc(CNC(=O)C2CCCN(c3nc4ccccc4o3)C2)c(OC)c1 (stereo not drawn)

| Compound | 9 | 10 |
| --- | --- | --- |
| Hsp70 activator | -0.4 | -0.3 |
| RAM network inh | 1.9 | -0.3 |
| Diaphorase inh | 14.6 | 11.6 |
| DTT redox prof | 0.5 | -0.2 |
| Diaph act CS | 0.9 | 0.9 |
| PMI act | 1 | 1 |
| PMI act hi M6P | 1 | 1 |
| G6PDH counter | -0.6 | 8.8 |
| TLR4-MyD88 BLA | -4.3 | -6.1 |
| S1P3 antagonist | -6.4 | -27.5 |
| Lmaj promast | -7.6 | 0.0 |

Additional structures:
cpd	compound	Hsp70 activator	RAM network inh	Diaphorase inh	DTT redox prof	Diaph act CS	PMI act	PMI act hi M6P	G6PDH counter	TLR4-MyD88 BLA	S1P3 antagonist	Lmaj promast
11	O=C(CSc1nnc(-c2ccc(Cl)cc2)o1)N1CCN(c2ccccc2)CC1	.	.	3.3	.	1	1.1	1.3	-1.9	.	-36.6	.
12	O=C1NC(c2ccccc2)C(C(=O)c2cccs2)C(O)(C(F)(F)F)N1 (stereo not drawn)	-0.4	-0.7	18.4	3.2	0.8	1	0.9	2.2	11.9	-13.2	-2.8
13	Cc1ccc(N2C(=O)C(NC(=O)c3c(F)cccc3F)(C(F)(F)F)C3=C2CC(C)(C)CC3=O)cc1 (stereo not drawn)	-0.3	0.7	19.3	-0.4	0.8	0.9	0.9	5.5	-6.9	-27.5	36.9
14	COc1cccc(C(=O)N2CCN(Cc3cccc(F)c3)CC2)c1	-0.3	1.6	8.4	2.6	0.9	0.9	1	35.5	0.1	-2.8	-10.0
15	O=C(N/N=C/c1ccc(-c2ccc([N+](=O)[O-])cc2)o1)C(O)c1ccccc1 (stereo not drawn)	-0.2	2.0	5.2	-0.2	0.9	1	1	-25.0	5.4	-1.0	13.6
16	Cc1cc(C)cc(OCC(=O)OCC(=O)Nc2c(C)n(C)n(-c3ccccc3)c2=O)c1	-0.1	-0.2	-14.0	-0.5	1.1	1.2	1.1	3.1	1.3	-5.8	-9.2
17	N#C/C(=C\c1ccc(OCC(N)=O)cc1)c1ccccc1	-0.4	3.2	9.8	-0.2	0.9	1	0.9	-2.5	-0.2	5.2	58.2*
18	CCOC(=O)CN(C)Cc1c[nH]c2ccccc12	-0.3	4.1	13.8	-0.4	0.9	0.9	1	8.2	-4.8	-18.6	-1.3
19	C=CCN(c1ccccc1)S(=O)(=O)c1cccc(C(=O)OCC(=O)NC2CC2)c1	-0.3	3.3	2.6	-0.9	1	1	1	2.3	9.2	-12.5	-6.8
20	CCCOc1nc2c(c(=O)n(C)c(=O)n2C)n1Cc1cccc2ccccc12	-0.1	5.9	22.5	-1.1	0.8	0.9	0.9	6.5	-3.6	.	65.0*

Continuation.
cpd	compound	Hsp70 activator	RAM network inh	Diaphorase inh	DTT redox prof	Diaph act CS	PMI act	PMI act hi M6P	G6PDH counter	TLR4-MyD88 BLA	S1P3 antagonist	Lmaj promast
21	CCCc1cc(=O)[nH]c(SCCCCN2C(=O)c3ccccc3C2=O)n1	-0.5	4.3	15.6	-0.4	0.8	0.9	0.9	8.1	7.3	-19.1	0.3
22	COc1cc(OC)c(C2CC(=O)N3CN(C)CSC3=C2C#N)cc1OC (stereo not drawn)	-0.2	1.0	35.9	-0.7	0.6	0.4	0.3	20.3	1.9	7.2	-2.6
23	O=C(NC1CCCc2ccccc21)C1CCN(c2c3c(nc4ncnn24)CCC3)CC1 (stereo not drawn)	-0.2	0.8	-0.6	-1.4	1	1	1	-16.6	-5.3	16.0	17.3
24	O=C(Nc1ccc(S(=O)(=O)N2CCCCCC2)cc1)c1ccco1	-0.2	-1.1	14.0	1.5	0.9	0.9	0.9	17.2	8.7	-48.5	-3.1
25	COc1ccc(NC(=S)NNS(=O)(=O)c2ccc3ccccc3c2)c(OC)c1	0.1	7.8	38.7	0.6	0.6	0.8	0.8	22.8	2.7	-5.2	-7.3
26	Cc1cc([N+](=O)[O-])nn1CC(=O)NNC(=S)Nc1ccc(F)cc1	0.1	1.4	10.0	2.1	0.9	1.1	1.1	-6.5	-1.4	.	-7.3
27	CC(=O)Nc1ccc(S(=O)(=O)/N=C2/NC(=O)/C(=C\c3ccco3)S2)cc1	0.3	1.4	12.8	-0.5	0.9	1.1	1	7.3	-13.5	5.3	-3.0
28	CCOC(=O)/C(=C\C=C\c1ccccc1)NC(=O)c1ccccc1	-0.1	3.4	10.3	-0.2	0.9	0.9	0.9	-2.8	-20.2	-4.5	3.2
29	Cc1ccc(O)c(C2=NNC(O)(C(F)(F)F)C2)c1 (stereo not drawn)	-0.1	0.7	20.0	0.2	0.8	0.9	1	-1.3	12.0	.	-0.7
30	CC1(C(=O)O)CCC(C(=O)Nc2ccccc2O)C1(C)C (stereo not drawn)	-0.4	1.2	4.1	0.0	1	1.1	1.1	2.9	-4.6	.	-1.7

Additional compounds follow:
cpd	compound	Hsp70 activator	RAM network inh	Diaphorase inh	DTT redox prof	Diaph act CS	PMI act	PMI act hi M6P	G6PDH counter	TLR4-MyD88 BLA	S1P3 antagonist	Lmaj promast
31	COc1cccc(-c2cc(=O)c3cc(NC(C)=O)ccc3[nH]2)c1	-0.3	0.8	14.0	0.4	0.9	1.2	1.1	8.9	7.2	-11.1	-1.8
32	Cc1ccc(C(=O)Nc2ccc3c(c2)OCO3)cc1S(=O)(=O)N1CCCCC1	-0.2	2.4	27.4	-0.2	0.7	0.8	0.8	0.8	2.4	14.5	16.5
33	CC/C(=C1/C(=O)CC(C)(C)C(C(=O)OC)C1=O)N1CCCC1 (stereo not drawn)	-0.2	0.8	3.8	-0.1	1	1	1	5.4	2.5	-7.4	-1.9
34	O=C(CN1CCOCCOCCOCC1)Nc1ccccc1	-0.5	0.0	5.1	0.5	0.9	1	1.1	2.5	-2.0	.	3.1
35	CC1CN(S(=O)(=O)c2cccc(-c3cn4ccccc4n3)c2)CC(C)O1 (stereo not drawn)	-0.2	1.3	14.3	2.2	0.9	1.1	1.1	19.7	-1.7	-0.8	21.1
36	CCCn1nnc(NC(=O)c2ccc(F)cc2)n1	-0.2	-0.1	7.3	1.5	0.9	1	1	6.1	0.7	.	-4.8
37	CC(Oc1ccc(Cl)cc1)C(=O)Nc1sccc1C(N)=O (stereo not drawn)	-0.2	1.1	8.4	-0.4	0.9	1	1.1	5.6	-6.0	-0.9	8.2
38	Cc1ccc(CNC(=O)CSCc2cccc(F)c2)cc1	0.8	-0.1	3.8	0.0	1	1	1	4.8	-5.6	-3.5	0.8
39	COc1ccc(C2CC(=O)C(C=NCCCN3CCOCC3)=C(O)C2)cc1 (stereo not drawn)	0.0	1.1	7.8	-3.1	0.9	0.9	1	4.3	1.4	4.0	-4.8
40	CCc1nnc(NC(=O)c2csc3c2CCC(C)C3)s1 (stereo not drawn)	-0.1	2.4	.	0.0	.	.	.	13.0	-6.3	1.8	-3.2
41	COc1ccc(C2C(C(C)=O)=C(O)C(=O)N2c2cccnc2)cc1OC (stereo not drawn)	-0.4	0.5	5.1	0.7	0.9	1.1	1.1	0.6	-11.2	.	-6.7
42	CC(C)/C=N\NC(=O)CCCCC(=O)N/N=C/C(C)C	-0.2	-0.4	-8.0	-0.4	1.1	1	1.1	0.2	-8.3	-13.6	32.2
43	CSc1nsc(SCC(=O)Nc2ccc(Br)cn2)n1	-0.2	6.6	4.8	-3.4	1	1	1	1.4	-9.2	.	1.0

Bioassay records from PubChem.
